# From PubChem
# TRPV1 ag: HTS Assay for Compounds that Act as Agonists of the Vanilloid Receptor 1; AID 540275, 2011; activation, % at 8.33 µM; TRPV1-expressing cells, Fluo-8 calcium influx, agonist mode; hit rate 0.19% among 320,000; in the data active means activation above about 80%; inconclusive means between about 30% and that limit; further: 0% is about no effect
#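 TRPV1-expressing cells were cultured overnight at 35.5C and loaded with Fluo-8 calcium dye for 40 to 90 min at room temperature. After a 10 s baseline, compound was added and calcium influx was read kinetically for 3 min (ex 480/em 520 nm).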
# MLL CXXC-DNA inh: qHTS Fluorescence Polarization Assay for Inhibitors of MLL CXXC domain - DNA interaction; Histone-lysine N-methyltransferase 2A (Homo sapiens), Q03164; MLL-CXXC / FITC-HOXA9 DNA fluorescence polarization; Potency, µM (top dose mostly 115 µM), without a hit: at the highest dose activity change, negative = inhibition, usual class: inhibitors; hit rate 0.037% among 290,000; AID 2662, 2010; active means well fitted inhibition curve with a large enough effect in the polarisation, with a control signal flat, not every such curve was filed as active; inconclusive means small, poorly fitted or top-dose-only effect, or effect the other way, or a change in a side signal; inactive means no such curve, though single readings can be large or run the other way; the % refers to the polarisation; further: potency means the concentration at half of the fitted maximal effect
#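 Fluorescence polarization: 7 uM MLL-CXXC (stock) preincubated 5 min with compounds, then 50 nM fluorescein-HOX-A9 DNA (stock) added; 30 min ambient. Buffer 50 mM Tris-HCl pH 7.5, 50 mM NaCl, 1 mM DTT, 0.05% BSA.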
# ELG1 DNA repair: qHTS screen for small molecules that inhibit ELG1-dependent DNA repair in human embryonic kidney (HEK293T) cells expressing luciferase-tagged ELG1 | HEK293T ELG1-luciferase reporter, luminescence, 16 h; DNA damage induced by 5-fluorouridine | Potency, µM (doses to about 46.1 µM), without a hit: top-dose activity change, negative = inhibition, hits mostly inhibitors | hit rate 2.3% among 330,000 | AID 504467, 2011; further: potency means the concentration at half of the fitted maximal effect; on the % scale 0 is the no-effect control and ±100 the full control effect; nearly all actives have a fitted effect of over 55% in size
#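 Overnight (16 hr) co-exposure of 2,000 cells/well to 5-fluorouridine and compound at 37 °C preceded detection. Luciferase was quantified via ONE-Glo luminescence; loss of signal denotes inhibition.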
# AT treatment: qHTS Assay for Identifying a Potential Treatment of Ataxia-Telangiectasia. […] A-T fibroblasts, KAP-1 phosphorylation AlphaLISA; neocarzinostatin DNA damage 30 min before lysis. hit rate 0.19% among 320,000. Potency, µM (highest dose often 57.5 µM), for inactives: at the top dose activation, usual class: activators; further: potency means the concentration at half of the fitted maximal effect; % of control where 0% means no effect; nearly all actives have a fitted effect of over 45% in size
#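 ATM-like activity read as KAP-1 phosphorylation via AlphaLISA donor/acceptor antibody pairs after lysis and 6 hr at 25C. Cells were ATM-null patient fibroblasts ([…], hTERT), dosed 60 min, then exposed to the DSB inducer NCS for 30 min.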
# p53 reactivator: qHTS assay for re-activators of p53 using a Luc reporter; Potency, µM (titrated, usually from 92.2 µM), for the others: top-dose activity change, positive = activation, most hits filed as activators; hit rate 0.063% among 320,000; H1299 p53-A138V BP100-luciferase reporter, luminescence, 24 h; further: potency means the concentration at half of the fitted maximal effect; % of control where 0% means no effect; nearly all actives have a fitted effect of over 45% in size
#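 p53-null H1299 cells stably carrying temperature-sensitive p53-A138V and a BP100-luciferase reporter were pinned with compounds (4-point, 1:5 series) and held 24 hrs at 37 deg C. Luminescence was read 10 min after detection reagent.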
# TCR activator: Activators of T cell receptors: qHTS campaign; primary human leukocytes, anti-CD3, IL-2 HTRF, 48 h; Potency, µM (highest dose often 9.22 µM), inactives show at the highest dose activation of IL-2 secretion, hits mostly activators; 330,000 tested, under 10 active; further: % of control where 0% means no effect
#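 Readout: HTRF IL-2, Eu-cryptate/d2 antibody pair, 320nm excitation, 665nm emission. Stimulus: a-CD3 beads, no co-stimulation. Cells: primary human leukocytes. Exposure: 48 hr with compound.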
# Integrin act MD: qHTS for Activators of Integrin-Mediated Alleviation for Muscular Dystrophy; alpha7betagal myoblasts, beta-gal FDG fluorescence, 48 h; Potency, µM (top dose mostly 38.3 µM), inactives show top-dose activation, usual class: activators; hit rate 0.064% among 350,000; AID 624291, 2012;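 further: potency means the concentration at half of the fitted maximal effect; 100% = response of the positive control SU9516; nearly all actives have a fitted effect of over 60% in size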
#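 Alpha7betagal+/- myoblasts (passage 13) were plated 16-24 hr, then exposed to compounds (1:260 dilution of DMSO stock) for 48 hours at 37C. After MPER lysis, β-galactosidase reporter activity was read as FDG fluorescence (ex 480/em 540) after 30 minutes.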
# B2AR arrestin: qHTS assay of beta-arrestin-biased ligands of beta2-adrenergic receptor | Beta-2 adrenergic receptor (Homo sapiens), P07550 | beta-arrestin recruitment to beta2AR, cell-based reporter | Potency, µM (highest dose often 46.1 µM), for the others: at the highest dose activation, usual class: activators | hit rate 0.02% among 330,000;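 further: potency means the concentration at half of the fitted maximal effect; 0% = DMSO controls and full agonism = EC100 isoproterenol or metaproterenol; nearly all actives have a fitted effect of over 65% in size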
# Target sequence (P07550 whole entry, looked up): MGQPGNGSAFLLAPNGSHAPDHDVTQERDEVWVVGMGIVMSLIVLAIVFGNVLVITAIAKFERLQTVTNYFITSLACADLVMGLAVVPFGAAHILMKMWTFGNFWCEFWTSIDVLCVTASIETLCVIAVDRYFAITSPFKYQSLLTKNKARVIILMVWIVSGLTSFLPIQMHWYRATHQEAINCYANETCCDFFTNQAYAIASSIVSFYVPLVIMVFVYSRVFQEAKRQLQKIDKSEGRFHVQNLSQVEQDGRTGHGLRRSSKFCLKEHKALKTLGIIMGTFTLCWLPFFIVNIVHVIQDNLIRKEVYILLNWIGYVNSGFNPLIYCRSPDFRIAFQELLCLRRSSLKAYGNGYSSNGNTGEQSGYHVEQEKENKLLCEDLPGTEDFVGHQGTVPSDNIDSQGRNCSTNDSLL
# BRCA1 expr up: qHTS Assay to Identify Small Molecule Activators of BRCA1 Expression | hit rate 1.1% among 380,000 | AID 624202, 2012 | Potency, µM (series often up to 46.1 µM), for inactives: top-dose activation, hits mostly activators | MCF7-BRCA1-FFLuc reporter, luminescence, 48 h; response scale: scaled: vehicle 0%, 10 µM genistein 100%; further: potency means the concentration at half of the fitted maximal effect; nearly all actives have a fitted effect of over 80% in size; some results filed as inactive show a strong effect at the top dose
#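 48 h compound treatment of MCF7-BRCA1-FFLuc cells (phenol-red free MEM, 37 °C), then 15 min with luciferase substrate and luminescence imaging.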
# PTAP TSG101 blk: qHTS Assay for Iinhibitors of HIV-1 Budding by Blocking the Interaction of PTAP/TSG101; Tumor susceptibility gene 101 protein (Homo sapiens), Q99816; Fluorescence polarization, FITC-PTAP peptide / Tsg101 binding; Potency, µM (series often up to 115 µM), for inactives: top-dose activity change, negative = inhibition, hits mostly inhibitors; 340,000 tested, under 10 active; AID 493005, 2010; active means well fitted inhibition curve with a large enough effect in the main read-out, with a control signal flat, not every such curve was filed as active; inconclusive means small, poorly fitted or top-dose-only effect, or effect the other way, or a change in a side signal; inactive means no such curve, though single readings can be large or run the other way; further: potency means the concentration at half of the fitted maximal effect; % of control where 0% means no effect
# Target sequence (Q99816 whole entry, looked up): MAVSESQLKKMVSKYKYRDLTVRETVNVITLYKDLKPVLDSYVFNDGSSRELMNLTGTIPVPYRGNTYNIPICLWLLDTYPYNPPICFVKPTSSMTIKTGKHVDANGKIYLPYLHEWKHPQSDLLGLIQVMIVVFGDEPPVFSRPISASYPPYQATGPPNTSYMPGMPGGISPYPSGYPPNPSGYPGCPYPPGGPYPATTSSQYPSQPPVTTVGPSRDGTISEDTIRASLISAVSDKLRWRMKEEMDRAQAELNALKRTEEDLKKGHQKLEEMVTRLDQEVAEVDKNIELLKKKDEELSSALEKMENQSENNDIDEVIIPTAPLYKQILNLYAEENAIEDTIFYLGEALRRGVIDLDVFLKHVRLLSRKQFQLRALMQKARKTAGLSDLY
#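 Fluorescence anisotropy tracks displacement of a FITC-tagged PTAP peptide (50 nM) from the Tsg101 binding domain (10 uM), following a 20 min room-temperature incubation at pH 7.5.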
# * = called active by the depositor; ? = inconclusive; / = no result given; [ ] = remark or other dose. Unless noted, the call rests on the fitted dose curve; in most records, active means well fitted curve in the direction sought with a large enough effect; inconclusive means small, poorly fitted or top-dose-only effect, or another doubt; inactive means no such curve, though single readings can be large; an effect the other way counts as inactive or inconclusive.
# The first four entries, ahead of the listing:
SMILES,TRPV1 ag,MLL CXXC-DNA inh,ELG1 DNA repair,AT treatment,p53 reactivator,TCR activator,Integrin act MD,B2AR arrestin,BRCA1 expr up,PTAP TSG101 blk
COc1ccc(OC)c(CCNC(=O)C(C)n2nc(C)c3c(C)n(-c4ccccc4)nc3c2=O)c1 (centres undefined),1,15%,?,2%,-2%,0%,?,-0.6%,-34%,-2%
CCOc1ccc(N(Cc2cc3cc(C)ccc3[nH]c2=O)S(=O)(=O)c2ccccc2)cc1,4,2%,0%,9%,-5%,2%,4%,-1.0%,-39%,-1%
CCn1c(/N=C/c2ccccc2O)nc2ccccc21,0,?,-6%,-4%,-1%,/,-5%,0.0%,2%,-8%
CCCN(CCC)c1nc(N(CCC)CCC)[nH]c(=O)n1,7,9%,?,0%,3%,-4%,1%,0.1%,-18%,-5%

# The whole of this part (from the top)
SMILES,TRPV1 ag,MLL CXXC-DNA inh,ELG1 DNA repair,AT treatment,p53 reactivator,TCR activator,Integrin act MD,B2AR arrestin,BRCA1 expr up,PTAP TSG101 blk
COc1ccc(OC)c(CCNC(=O)C(C)n2nc(C)c3c(C)n(-c4ccccc4)nc3c2=O)c1 (centres undefined),1,15%,?,2%,-2%,0%,?,-0.6%,-34%,-2%
CCOc1ccc(N(Cc2cc3cc(C)ccc3[nH]c2=O)S(=O)(=O)c2ccccc2)cc1,4,2%,0%,9%,-5%,2%,4%,-1.0%,-39%,-1%
CCn1c(/N=C/c2ccccc2O)nc2ccccc21,0,?,-6%,-4%,-1%,/,-5%,0.0%,2%,-8%
CCCN(CCC)c1nc(N(CCC)CCC)[nH]c(=O)n1,7,9%,?,0%,3%,-4%,1%,0.1%,-18%,-5%
COc1ccc(C(=O)NCCN2CCCC2)cc1[N+](=O)[O-],2,-4%,1%,-5%,19%,-22%,-11%,-0.5%,1%,3%
N#Cc1c(NC(=O)CSc2nnc(-c3ccncc3)n2CC2CCCO2)sc2c1CCCC2 (centres undefined),-2,-3%,?,3%,-3%,-1%,23%,-1.4%,-7%,-1%
N#Cc1c(NC(=O)CSc2ccccn2)oc(-c2ccccc2)c1-c1ccccc1,21,21%,-19%,-1%,2%,0%,-15%,-0.3%,-44%,-1%
Cc1nc(-c2ccc(Br)cc2)ccc1C(=O)O,2,-1%,0%,-10%,-3%,-6%[46.1 µM],-31%,-0.2%,-3%,-4%
O=C(NC1CCc2ccccc21)c1cc(COc2ccc(F)cc2Cl)on1 (centres undefined),14,-1%,-1%,2%,6%,-4%,?,-0.9%,0%,-1%
CS(=O)(=O)Nc1cccc(C2=NN(C(=O)c3ccccc3Cl)C(c3ccccc3O)C2)c1 (centres undefined),0,8%,?,5%,-1%,-3%[46.1 µM],-3%,-1.6%,-17%,2%
COc1cc(CNCc2ccccn2)ccc1OCc1ccc(Cl)cc1,16,8%,8%,-10%,?,-5%[46.1 µM],-30%,-0.2%,15%,-5%
Cn1cc(S(=O)(=O)NC2CCCC2)c(=O)n(C)c1=O,-3,/,1%,7%,4%,-4%,-7%,0.0%,-25%,-4%
CC1CCCC(C)N1S(=O)(=O)c1ccc(NC(=O)CCn2cnc3ccccc3c2=O)cc1 (centres undefined),1,3%,?,-1%,0%,-5%,-28%,0.0%,-37%,-2%
CC(Sc1ccccc1)C(=O)N1CCN(S(=O)(=O)c2ccccc2C(F)(F)F)CC1 (centres undefined),3,-1%,?,19%,-15%,2%,0%,-0.7%,-3%,-5%
CCOC(=O)c1c(C)[nH]c(C)c1S(=O)(=O)NCC1CCN(Cc2cccc(Cl)c2)CC1,2,2%,-2%,-5%,12%,-2%,-17%,0.0%,-11%,-4%
CCCCN(C)C(=O)Cn1nc(Cc2ccncc2)c2ccccc2c1=O,2,0%,15%,3%,4%,4%,-6%,0.2%,1%,2%
C=CCn1c(=S)[nH]c2sc3c(c2c1=O)CCC3,1,-3%,-20%,-1%,0%,0%[46.1 µM],-10%,0.4%,0%,-5%
CCc1ccccc1NC(=O)CSc1nc2n[nH]c(C)c2c(=N)n1-c1cccc(OC)c1,-3,4%,?,-4%,-1%,-3%[46.1 µM],13%,2.0%,-54%,-4%
COc1ccc(CNC(=O)Cn2cc(C(F)(F)F)ccc2=O)cc1,-3,1%,12%,-1%,-21%,2%[46.1 µM],17%,2.6%,-6%,0%
CCOC(=O)c1cccc(NC(=O)c2c(N)n(C)c(=O)[nH]c2=O)c1,/,/,/,/,/,-35%,0%,/,12%,-8%
Cc1ccc(C)c(NC(=O)CCc2nnc3ccc(NCc4ccco4)nn23)c1,-7,8%,11%,6%,-7%,0%,-4%,-0.2%,-5%,-4%
COc1ccc(O)c(C(c2c(C)[nH][nH]c2=O)c2c(C)[nH][nH]c2=O)c1,0,5%,2%,2%,4%,-2%,-5%,-0.4%,-2%,0%
Cc1sc2nc(CSCC(=O)Nc3ccc(Cl)cc3F)[nH]c(=O)c2c1C,18,/,2%,-5%,2%,-1%,-13%,0.1%,-23%,3%
COc1ccccc1NC(=O)Cc1noc(CSc2cc(C)c3ccccc3n2)n1,3,16%,-10%,12%,-12%,/,13%,-0.2%,-2%,1%
Cc1noc(C)c1S(=O)(=O)N1CCC(C(=O)Nc2ccccn2)CC1,-2,0%,/,/,/,-1%,-16%,/,1%,-3%
Nc1nn(-c2cccc(F)n2)cc1-c1ccc(Cl)cc1,6,-2%,?,2%,?,10%,25%,0.3%,?,-1%
CCOC(=O)C1CCN(C(=O)c2cc3c(C)cc(C)cc3[nH]2)CC1,2,2%,9%,8%,?,3%,-8%,0.2%,10%,-2%
Cc1[nH]n(-c2ccccc2)c(=O)c1N=Nc1ccccc1O,1,100%[activator],?,-2%,19%,5%,-1%,-0.5%,-66%,-4%
O=c1cc(Cl)nc2ccccn12,/,/,/,/,/,-2%,10%,/,-10%,-3%
O=C(C(=Cc1ccccc1)CN1CCCCC1)c1ccccc1,/,/,/,/,/,0%,-3%,/,-91%[inhibitor],1%
CCOC(=O)Cc1csc(NC(=O)c2cccc(Cl)c2)n1,/,/,/,/,/,-1%,-20%,/,-7%,2%
CCCn1c(-c2cccc(F)c2)nc2c1c(=O)[nH]c(=O)n2Cc1ccccc1,1,0%,-1%,-3%,1%,2%,-28%,0.5%,-15%,-5%
COc1ccc(OC)c(-n2nnnc2SCC(=O)Nc2ccccc2OC)c1,-11,11%,-5%,5%,/,11%,-3%,-0.8%,-47%,-3%
CCOc1ccc(NC(C)=O)cc1[N+](=O)[O-],-1,3%,3%,1%,-1%,-12%,22%,-0.2%,-4%,0%
O=C(COc1ccccc1[N+](=O)[O-])Nc1cccc(S(=O)(=O)NC2=NCCCCC2)c1,-1,/,?,-4%,-5%,2%,-22%,-0.7%,-4%,0%
Cn1ncc([N+](=O)[O-])c1C(=O)Nc1cccc2ccccc12,7,36%,-14%,-2%,-4%,2%,-26%,0.6%,0%,1%
Cc1ccccc1-c1nc(CS(=O)(=O)CC(=O)N2CCc3ccccc32)c(C)o1,1,-3%,-6%,-1%,4%,-4%[46.1 µM],-3%,-0.4%,-6%,0%
CC(C)C(NC(=O)c1ccc(Cl)cc1Cl)C(=O)N1CCC1 (centres undefined),/,/,1%,-11%,-1%,-5%,13%,-1.0%,-10%,-3%
CC(C)C(=O)N1CCN(c2ccccc2N)CC1,/,-8%,10%,2%,-1%,0%,-2%,-0.1%,-4%,-6%
COc1ccc(C(=O)CN2C(=O)NC3(CCCCC3)C2=O)cc1OC,1,2%,4%,1%,1%,2%,19%,-0.1%,6%,-4%
COC(=O)c1cc(NC(=O)CC2Oc3ccccc3NC2=O)cc(C(=O)OC)c1 (centres undefined),0,-2%,-8%,-5%,-7%,3%,-17%,0.3%,-15%,-4%
O=C(NCc1ccc(F)cc1)C(c1ccco1)N(C(=O)c1csnn1)C1CC1 (centres undefined),-1,0%,-12%,0%,-3%,3%,2%,-0.2%,-20%,-5%
c1ccc(-n2ncc3c(NCc4ccco4)ncnc32)cc1,11,7%,?,9%,20%,-4%,8%,-0.3%,24%,-9%
